Compound activity (PubChem)
RAD54 inh – inhibitors of human RAD54 branch migration, primary screen, biochemical, fluorescence, single point; DNA repair and recombination protein RAD54-like (Homo sapiens), Q92698; inhibition, % at 10.4 µM; 360,000 tested, 0.14% active; RAD54 Holliday junction branch migration, FAM/BHQ fluorescence;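 active means mean normalized replicate activity at least 40 and at least half of replicates scoring 40 or more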;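 further: 0% = median of neutral control wells and 100% = median of positive control wells; inhibitors cause a drop in the FAM fluorescence signal; in these data hits start at about 50%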
esBAF inh – Bmi1 luciferase reporter increase in mESCs, primary screen, esBAF inhibitor project, mouse ES cells, Bmi1 luciferase knock-in, single point. AID 602393, 2012. reporter increase, % at 12.5 µM. 350,000 tested, 2% active. 24 h; 100% = twice the neutral-well signal; in the data active means activation above about 40%;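 further: 0% = median of the plate's neutral control wells and 100% = double that signal; a rise in the Bmi1 reporter signal indicates esBAF inhibition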
RAD52 anneal inh – RAD52 DNA annealing inhibitors, primary screen, biochemical, FRET, single point, set 2 | DNA repair protein RAD52 homolog (Homo sapiens), P43351 | recombinant RAD52 DNA annealing, FRET fluorescence | inhibition, % at 18.7 µM | 360,000 tested, 0.46% active | AID 651710, 2012;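 active means every replicate showing at least 50% inhibition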
Target sequence (P43351 whole entry, looked up): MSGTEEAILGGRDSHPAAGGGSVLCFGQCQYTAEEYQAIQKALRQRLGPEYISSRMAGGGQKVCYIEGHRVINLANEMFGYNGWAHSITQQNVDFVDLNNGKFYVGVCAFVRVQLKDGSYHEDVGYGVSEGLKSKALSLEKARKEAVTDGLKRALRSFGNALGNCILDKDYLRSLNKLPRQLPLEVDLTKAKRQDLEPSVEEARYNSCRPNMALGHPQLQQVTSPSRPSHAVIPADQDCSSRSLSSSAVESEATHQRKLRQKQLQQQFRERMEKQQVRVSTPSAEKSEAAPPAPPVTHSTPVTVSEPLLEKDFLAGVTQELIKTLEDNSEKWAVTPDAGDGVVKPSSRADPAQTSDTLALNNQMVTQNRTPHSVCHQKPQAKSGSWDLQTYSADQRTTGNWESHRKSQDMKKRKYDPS
E-sel inducer – E-selectin induction in HUVECs, primary screen, imaging, HUVEC, immunofluorescence imaging, single point | 260,000 tested, 0.37% active | activation, % at 7.58 µM | normalized: neutral wells 0, TNF-alpha wells 100 | P16581;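 active means mean E-selectin-positive cell signal at least 10% of the positive control, reached in at least 60% of replicates, without over 20% cell loss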;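 further: in these data hits start at about 27%; measured in HUVEC primary endothelial cells; signal is the percent of cells scored E-selectin positive by PE staining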
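material = human umbilical vein endothelial cells (HUVEC), E-selectin induction | quantity = 3,000 cells/well | medium = EGM-2 growth medium on 0.1% gelatin-coated wells | technique = immunofluorescence imaging | read-out basis = % PE-positive cells | control set = TNF-alpha positive control, DMSO neutral control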
FN deposit inh – inhibitors of fibronectin matrix deposition, primary screen, AH1F cells, Alexa488-fibronectin fluorescence, plate reader | 350,000 tested, 0.086% active | AH1F fibroblasts, overnight | inhibition, % at 12.6 µM | AID 743247, 2014;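 active means mean inhibition across replicates of 30% or more, regardless of how many single replicates reach that level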;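 further: positive control wells lacked labelled fibronectin entirely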
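Material: AH1F fibroblast monolayer depositing Alexa488-labelled fibronectin into matrix / Amount: 10000 AH1F cells per well / Signal: fluorescence 485/525 nm / Medium: DMEM, 2% serum / Compound: single dose, pinned / Incubation: 1 h cell adhesion before compound, then overnight fibronectin incubation / Reagent: Alexa488-FN, 24 nM final / Read-out: inhibition of fibronectin deposition signal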
S100A4 MyoIIA – inhibitors of S100A4-myosin IIA peptide binding, primary screen, biochemical, fluorescence polarization, TAMRA-MyoIIA peptide; inhibition, % at 10.7 µM; AID 652163, 2013; 360,000 tested, 0.14% active; Protein S100-A4 (Homo sapiens), P26447;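 active means mean inhibition of at least 70% across replicates, with every replicate also reaching that level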
Target sequence (P26447 whole entry, looked up): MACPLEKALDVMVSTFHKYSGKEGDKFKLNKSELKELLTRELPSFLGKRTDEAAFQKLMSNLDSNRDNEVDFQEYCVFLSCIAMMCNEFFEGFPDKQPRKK
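Test system: S100A4 monomer protein. Medium: HEPES buffer with Ca2+, pH 7.2. Reagent: fluorescent myosin IIA peptide, 5 nM. Compound dosing: single-point compound testing. Timing: 5 min between mix addition and reading. Benchmarks: DMSO neutral and TFP positive wells.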
XiGFP reactiv – activators of inactive X chromosome reactivation, primary screen, imaging, XiGFP fibroblasts, GFP high-content imaging, set 2 | XiGFP mouse fibroblasts, % GFP-positive cells imaging, 3 d; cells co-treated with 5-aza-dC sensitizer; scaled so ellipticine positive control = 100% | activation, % at 7.58 µM | 360,000 tested, 0.055% active | AID 743238, 2013;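 active means mean normalized replicate activation at least 10% and every replicate at or above 10%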;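 further: 0% = median of on-plate neutral control wells and 100% = ellipticine 6 µM median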
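System: 68-5-11 XiGFP fibroblast line | Buffer or medium: DMEM containing 5-aza-dC | Compound: Single point | Times: Compounds 3 days, fix/stain 15 min at room temperature | Benchmarks: Positive control ellipticine, 6 µM final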
EWS-Fli block – EWS/Fli-driven NR0B1 reporter inhibitors, primary screen, A673 cells, NR0B1 luciferase, luminescence, MLPCN library; viability-normalised; inhibition, % at 12.6 µM; 350,000 tested, 0.67% active;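 active means mean inhibition of at least 50% after viability correction, with every replicate also passing that limit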;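 further: firefly luciferase signal divided by Alamar Blue viability fluorescence both relative to DMSO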
* marks the source's active call; other numbers are inactive results; · = no result given. Compounds were not picked by outcome; overall some 3% were active at least once.

Start of the listing, in advance, two compounds:
mol,RAD52 anneal inh,esBAF inh,S100A4 MyoIIA,FN deposit inh,RAD54 inh,XiGFP reactiv,EWS-Fli block,E-sel inducer
C[C@H](CO)N1C[C@H](C)[C@H](CN(C)C(=O)NC2CCCCC2)Oc2ccc(NC(=O)C3CCCCC3)cc2C1=O,11,1,5,-17,-3,-1.3,·,0.3
CN(C(=O)CC1C(=O)NCCN1Cc1ccc(F)cc1)C1CCOCC1 (stereo not given),-10,7,-3,-10,-15,0.0,2,-0.1

Main list, repeating the preview:
mol,RAD52 anneal inh,esBAF inh,S100A4 MyoIIA,FN deposit inh,RAD54 inh,XiGFP reactiv,EWS-Fli block,E-sel inducer
C[C@H](CO)N1C[C@H](C)[C@H](CN(C)C(=O)NC2CCCCC2)Oc2ccc(NC(=O)C3CCCCC3)cc2C1=O,11,1,5,-17,-3,-1.3,·,0.3
CN(C(=O)CC1C(=O)NCCN1Cc1ccc(F)cc1)C1CCOCC1 (stereo not given),-10,7,-3,-10,-15,0.0,2,-0.1
CCS(=O)(=O)Nc1ccc2c(c1)C(=O)N(C)[C@H]1CC[C@H](CC(=O)N3CCN(C)CC3)O[C@@H]1CO2,3,-4,-1,-4,-8,0.2,-8,-0.1
Cc1cccc(C)c1NC(=O)C1(C)CSCC(=O)N1CCc1c[nH]c2ccccc12 (stereo not given),-8,·,2,2,·,0.0,19,-0.1
COC(=O)c1cc(OC)c(OC)cc1NC(=S)N1CCN(c2ccccc2)CC1,-18,-7,-9,·,-4,·,0,·
O=C(O)c1cccc(Cn2cc(Cl)cn2)c1,-17,1,-1,·,-2,·,·,·
O=C(CNc1ccc(F)cc1Cl)Nc1cccc(S(=O)(=O)N2CCCCC2)c1,-6,0,-1,1,-5,0.2,3,·
Cc1ncc(C[n+]2csc(C)c2C)c(N)n1,25,·,2,-5,·,0.0,2,·
COc1ccccc1N(C)S(=O)(=O)c1ccc(C(=O)OCC(=O)N(C(C)C)C(C)C)cc1,-11,-7,-10,7,-8,0.0,5,0.9
Cn1cnnc1SCC(=O)NNC(=O)COc1ccc(Br)cc1,0,-5,-5,4,-6,0.2,6,2.9
O=C(NCc1ccccn1)C1CCN(Cc2cccc(OCc3ccccc3)c2)CC1,-2,-3,2,0,-3,0.1,7,-0.2
Cc1cccc(NC(=O)Cc2nc(-c3c[nH]c(C(=O)N4CCCC4)c3)cs2)c1,-21,·,-2,-4,·,0.0,1,0.0
O=[N+]([O-])c1cccc(-c2ccn[nH]2)c1,-5,·,-6,-3,·,0.3,-4,·
O=C(Nc1ccc2c(c1)OCO2)N[C@H]1CC[C@@H](CCNC(=O)C2CC2)O[C@@H]1CO,-10,-5,2,-5,-1,0.1,-1,-0.3
COc1cc(NC(=O)CCc2nnc3ccc(N4CCCCC4)nn23)cc(OC)c1OC,1,0,1,-13,-4,0.1,-6,·
CCN1CCN(c2ccc(NC(=O)COc3ccc(Cl)cc3C)cc2)CC1,-2,-5,-1,15,-8,5.6,23,0.3
CCCNC(=O)C[C@H]1CC[C@H]2[C@H](COc3ccc(NC(=O)NCCC)cc3C(=O)N2C)O1,8,·,-2,-6,·,0.0,4,-0.2
COc1ccc(S(=O)(=O)N(C)C[C@@H]2OCCCC[C@H](C)Oc3ccc(NS(=O)(=O)c4ccccc4)cc3C(=O)N([C@@H](C)CO)C[C@H]2C)cc1,-3,7,-14,-6,-6,-0.1,-2,·
CC(=O)N1CCN(C(=O)CN2C(=O)NC(C)(c3ccc4ccccc4c3)C2=O)CC1 (stereo not given),-9,2,0,-2,2,0.1,1,·
Cc1ccc(NCC(=O)N/N=C\c2ccc([N+](=O)[O-])o2)cc1,-9,4,31,·,0,·,23,·
CCOC(=O)C1(C)CCN1C(=O)c1ccc(SC(F)(F)F)cc1 (stereo not given),-9,4,28,-3,-2,0.3,-2,-0.1
O=C(Nc1cc(F)ccc1F)N[C@@H]1CC[C@@H](CC(=O)N2CCc3ccccc3C2)O[C@H]1CO,-26,12,-3,-12,-17,0.2,10,-0.2
COC(=O)c1ccc(/C=N/NC(=O)C2CC(=O)N(c3ccc(F)cc3)C2)cc1 (stereo not given),-7,1,-3,-8,-4,0.2,4,·
C[C@H]1CN([C@@H](C)CO)S(=O)(=O)c2ccc(-c3ccncc3)cc2O[C@@H]1CN(C)C(=O)c1ccc2c(c1)OCO2,4,-3,-6,·,-2,0.5,-2,0.3
CC(=O)N(C)C[C@H]1Oc2cc(C#CC3CC3)ccc2S(=O)(=O)N([C@H](C)CO)C[C@@H]1C,·,-6,·,-3,·,-0.9,-14,0.0
N#C[C@@H]1[C@@H](c2ccccc2C2=CCCCC2)[C@H](CO)N1C(=O)c1cccc(F)c1,-7,·,3,-7,·,0.1,-1,0.0
CCCNC(=O)NC[C@@H]1[C@@H](c2ccc(C3=CCCC3)cc2)[C@H](CO)N1C(C)=O,·,-1,·,-7,3,0.1,19,0.2
CN(C[C@@H]1N[C@@H](CO)[C@@H]1c1ccc(C2=CCCC2)cc1)S(C)(=O)=O,-34,9,-4,-4,-2,0.0,-3,0.0
Nc1ccn(C2C=CC(CO)O2)c(=O)n1 (stereo not given),-10,·,0,-5,·,0.1,-8,0.3
COc1ccc(CN2CN(C3CCCC3)CSC2=S)cc1,-9,·,-3,7,2,-0.1,9,0.1
COc1ccc(CN(C)C[C@H]2Oc3ccc(NC(=O)CCC(F)(F)F)cc3C(=O)N([C@@H](C)CO)C[C@H]2C)cc1,8,1,-4,·,-3,0.5,-2,·
CN1C(=O)c2cc(NS(=O)(=O)c3ccc(F)cc3)ccc2OC[C@H]2O[C@H](CC(=O)O)CC[C@H]21,5,-4,2,-9,-1,0.2,-3,0.0
COc1ccc(N2CCN(CC(=O)Nc3cc(C)cc(C)c3)CC2)cc1,0,3,-4,2,2,0.0,16,·
CCOc1ccc(/C(CCC(=O)O)=N/NC(=O)c2cccc(S(=O)(=O)Nc3ccccc3OC)c2)cc1,-7,0,-5,-3,-7,0.1,-14,4.5
Cc1ccc2c(c1C)NC(=O)CC(c1ccccc1O)=N2,-66,·,0,7,·,-0.1,-43,0.0
COc1ccc(-c2nnc(SCC(=O)c3cccs3)o2)c(OC)c1,2,79*,-6,-1,1,·,·,·
CCCNC(=O)C[C@H]1CC[C@H]2[C@@H](COC[C@@H](O)CN2C(=O)CC)O1,-5,-2,-1,4,4,0.5,·,0.0
CCOc1cc(/C=N\NC(=O)Cn2nnc3ccccc32)ccc1O,13,·,2,4,·,0.0,1,0.5
O=C(Nc1ccc(F)c(Cl)c1)Nc1csc2ccccc12,-12,·,2,9,0,0.1,-31,·
C[C@@H]1CN([C@@H](C)CO)C(=O)c2cccc(NC(=O)c3cnccn3)c2O[C@@H]1CN(C)CC1CC1,-15,3,3,·,2,-0.3,7,-12
COc1ccc(-c2nc(C#N)c(NC(C)C)o2)cc1,-2,67*,0,·,8,·,-111,·
C/C=C/c1ccc2c(c1)O[C@@H](CN(C)C(=O)c1ccccn1)[C@@H](C)CN([C@H](C)CO)S2(=O)=O,17,2,-8,·,-17,0.2,-2,-0.1
Cc1nc2oc3ccccc3c(=O)c2cc1C(=O)O,9,14,-2,0,7,0.0,1,·
O=[N+]([O-])c1ccc(-n2nnnc2CN2CCOCC2)cc1,-16,·,5,2,·,0.0,-3,·
CCSc1ccc2nnc(-c3cccs3)n2n1,-11,·,-4,-2,·,0.3,2,0.1
CC(C)[C@H](NS(=O)(=O)c1ccc(F)cc1F)C(=O)N1CCC[C@H]1C(=O)NCCc1ccccc1Cl,0,·,-4,2,·,0.1,2,-0.2
CCC(=O)Nc1ccc2c(c1)OC[C@H](C)N(C(=O)Cc1cccnc1)C[C@H](C)[C@H](OC)CN(C)C2=O,-5,1,10,9,3,0.4,4,-0.2
COc1ccc(NC(=O)CN(C)C(=O)C(CCSC)NC(=O)c2ccccc2)cc1 (stereo not given),-35,-2,7,1,0,0.0,-11,-0.2
COc1ccc(C(C)=O)c(Oc2ccc(S(=O)(=O)N3CCOCC3)cn2)c1,-21,2,-3,3,-6,0.0,3,-0.2
Cc1cccc(NC(=O)[C@@H]2CCCN2C(=O)OC(C)(C)C)c1,-3,-2,1,3,0,-0.1,4,0.3

More compounds follow.
mol,RAD52 anneal inh,esBAF inh,S100A4 MyoIIA,FN deposit inh,RAD54 inh,XiGFP reactiv,EWS-Fli block,E-sel inducer
COCCNC(=O)[C@@H]1[C@@H](CO)[C@@H]2Cn3c(ccc(C4=CCCCC4)c3=O)[C@H]1N2C(=O)C1CC1,-9,-1,-2,·,-1,0.3,2,1.9
O=[N+]([O-])c1cc([N+](=O)[O-])c2c(=Nc3ccccc3)n(-c3ccccc3)n(O)c2c1,-12,·,5,-6,·,0.0,8,0.0
COc1cccc(-c2nc(CS(=O)(=O)CC(=O)N3CCOCC3)c(C)o2)c1,-10,-6,2,19,5,0.1,-2,·
COCC#Cc1cnc2c(c1)C(=O)N([C@@H](C)CO)C[C@@H](C)[C@@H](CN(C)C(=O)NC1CCCC1)O2,4,2,15,9,-1,-0.2,-2,-0.5
CN(C(=O)C1CCN(S(=O)(=O)c2ccccc2[N+](=O)[O-])CC1)C1CCCCC1,-14,-8,0,4,-6,0.0,-1,0.1
Cc1ccc(-c2nc3ncccn3c2Nc2ccccc2C)o1,-3,·,2,-16,·,-0.1,-1,·
